Screening results from PubChem BioAssay.
Growth percent in the NCI-60 one-dose screen (48 h, 10 µM unless noted): 100 = growth as untreated, 0 = no growth, -100 = all killed.
HCT-116: HCT-116 colon cancer | AID 1794798 | 82,000 tested, 7.3% active
TK-10: TK-10 renal cancer cells; 81,000 tested, 3.9% active; AID 1794769
UO-31: UO-31 renal cancer; 81,000 tested, 5.2% active; AID 1794768
786-0: 786-0 renal cancer cells; 81,000 tested, 5.1% active; AID 1794775
SW-620: SW-620 colon cancer. 82,000 tested, 5.2% active
HT29: HT29 colon cancer; 81,000 tested, 7.4% active
HCT-15: HCT-15 colon cancer | 82,000 tested, 5.2% active | AID 1794746
SN12C: SN12C renal cancer cells; 81,000 tested, 3.8% active; AID 1794767
HCC-2998: HCC-2998 colon cancer. 79,000 tested, 4.7% active. AID 1794799
Starred values were filed as active, the others as inactive; / = not tested or not shown; & = joins results of further samples; [ ] = another dose, or the depositor's remark. How the source made its calls: active means growth percent below 10; inactive means the rest. Rows are unselected; 12% or so of the library scored in one or more.

SMILES	HCT-116	TK-10	UO-31	786-0	SW-620	HT29	HCT-15	SN12C	HCC-2998
CC(Sc1nc2ccccc2c(=O)n1CCc1ccc(S(N)(=O)=O)cc1)C(=O)NCc1ccccc1 (stereo not given)	99	93	92	97	116	103	102	107	111
COc1ccccc1NC(=O)N1CCN(C(=O)Nc2ccccc2OC)CC1	92	115	95	101	95	109	95	93	108
Cc1ncc(C(=O)Nc2ccc(CN3CCN(C)CC3)c(C(F)(F)F)c2)cc1C#Cc1cnc(N)c2cnccc12	-86*	-23*	-30*	14	-55*	-43*	6.6*	12	-1.5*
COC1CCC(C(C)C)C(C)C1 (stereo not given)	102	97	94	98	107	102	111	98	107
O=C(Nc1ccc2ncnc(Nc3nccs3)c2c1)c1cccs1	65	62	39	69	81	50	53	75	87
CC1(C)CC1C(=O)O (stereo not given)	109	99	88	106	106	102	103	101	112
O=C(O)CCC(=O)c1cccc([N+](=O)[O-])c1	107	115	94	101	104	95	108	106	105
O=C(COc1ccc(/C=C2/C(=O)Nc3ccc(Cl)cc32)cc1)Nc1ccc(F)c(Cl)c1	109	99	92	102	105	111	105	102	99
Nc1c(C(=O)O)cc(Cl)cc1[N+](=O)[O-]	95	118	79	96	99	98	104	94	95
Cc1ccc(CN2CCC(C(=O)Nc3ccc(-c4cc5ccccc5[nH]4)cc3)CC2)o1	50	73	47	38	66	57	44	61	79
Cc1ccc(CNc2ccc([N+](=O)[O-])cc2)cc1	94	90	85	96	86	98	76	96	102
Fc1ccc(-c2nc(-c3nc4ccc(Cl)cc4[nH]3)cc3c2[nH]c2ccccc23)cc1F	56	92	38	94	103	73	74	59	81
C/C=C1/C[N+]2(CCl)CC[C@@]34C[C@H]5[C@@H]6C[C@H]7c8c(c9ccccc9n8C)C[C@@H]([C@@H]6CO[C@@]5(C)O[C@@]35[C@@H]2C[C@@H]1[C@@H](C(=O)OC)N5c1ccccc14)N7C (stereo not given in full)	89	133	72	100	105	96	105	105	91
Cc1nn(-c2ccccc2)c(N)c1N=C1NC(=O)/C(=C/c2ccc(Br)cc2)S1	68	106	72	95	84	106	82	74	111
CNC(=O)OCc1c(COC(=O)NC)c(C)n(-c2ccc(OC)cc2)c1C	89	95	70	106	80	91	94	85	87
CN(C)c1ccc(/C=N\NC(=O)c2cccnc2)cc1	112	115	102	101	113	/	102	98	105
COc1ccc2c(c1)C(=Nc1ccc(O)cc1)C(=O)N2	95	140	90	109	94	112	99	100	104
OC(CBr)c1ccc(Cl)c(Cl)c1 (stereo not given)	106	109	87	106	/	108	98	100	111
C#Cc1cccc(NC(=O)Nc2ccccc2NC(=O)C=C)c1	96[8.25 µM]	111[8.25 µM]	76[8.25 µM]	88[8.25 µM]	103[8.25 µM]	122[8.25 µM]	99[8.25 µM]	96[8.25 µM]	104[8.25 µM]
CC(C)(C)c1ccc(C(=O)O)cc1	95	92	92	102	96	97	101	106	113
CCOC(=O)C1CC(=O)C(C(=O)OCC)CC1=O (stereo not given)	99&103	100&97	104&98	90&88	107&109	101&100	101&94	107&101	101&98
CO[C@H](C(=O)[C@@H](O)[C@@H](C)O)[C@@H]1Cc2cc3cc(O[C@H]4C[C@@H](O[C@H]5C[C@@H](O)[C@H](O)C(C)O5)[C@H](O)C(C)O4)c(C)c(O)c3c(O)c2C(=O)[C@H]1O[C@H]1C[C@@H](O[C@H]2C[C@@H](O[C@H]3C[C@](C)(O)C(=O)C(C)O3)[C@@H](O)C(C)O2)[C@H](O)C(C)O1 (stereo not given in full)	4.6*	-11*	-11*	4.1*	8.3*	-14*	20	14	-9.5*
CC(=O)O[C@H]1C[C@@]2(C)[C@@H](C[C@@H](O)[C@H]3[C@@]4(C)CC[C@H](NC(=O)c5cnccn5)[C@@H](C)[C@@H]4CC[C@@]32C)/C1=C(\CCC=C(C)C)C(=O)O	105	106	92	101	105	112	110	101	102
O=c1[nH]c(=S)[nH]c(O)c1/C=C1\C=c2ccccc2=N\C1=N\c1nc2ccccc2s1	100	143	64	102	95	109	97	89	112
O=C1c2ccccc2SC2c3cccn3CCN12 (stereo not given)	91	116	74	101	105	101	104	108	113

Remaining list, next part
SMILES	HCT-116	TK-10	UO-31	786-0	SW-620	HT29	HCT-15	SN12C	HCC-2998
COC(=O)[C@@H](Cc1ccc(O)cc1)n1cc(COC(=O)c2cccc3c(=O)c4ccccc4[nH]c23)nn1	90	123	75	95	90	108	92	91	90
C=C1C(=O)O[C@H]2[C@H]1CC/C(Cn1cc(CNCCc3c[nH]c4ccc(Cl)cc34)nn1)=C\CC[C@@]1(C)O[C@@H]21	11	0.2*	80	67	2.7*	21	89	59	103
CCC1(C)NC(=O)NC1=O (stereo not given)	101	100	96	104	101	105	106	100	107
NC(=O)C[n+]1cc2ccccc2cn1	90	99	88	102	92	100	116	97	101
COc1cc2c(cc1C)NC(=O)/C2=C\c1c[nH]c2cc(C)c(OC)cc12	89	132	62	90	115	84	82	103	119
N#CCCN(CCC#N)Cc1cc(Cl)cc(Cl)c1O	100	100	90	108	103	108	116	102	102
CCc1nn2c(-c3ccc(C)cc3)c(-c3cc(OC)c(OC)c(OC)c3)nc2s1	93	94	77	97	95	75	77	95	102
COC(=O)c1ccc(CSc2nnc(-c3c(C)nc4ccc(C)cn34)o2)cc1	99	113	86	92	108	111	104	99	87
CC1C=C(CO)C(=O)O1 (stereo not given)	95	/	106	97	99	108	104	99	103
CC(=O)/C(=C/N1CC(=O)NC1=S)C(=O)Nc1ccccc1	90	122	93	96	107	89	96	105	100
CCC=Nc1c(O)cc(-c2ccccc2)n(C)c1=O	103	90	91	98	104	103	97	103	110
Cc1nn(-c2nc(-c3cc4ccccc4oc3=O)cs2)c(C)c1N=Nc1ccc(F)cc1	107	108	80	98	104	108	105	103	108
CCCCCCCCCCCCCCCCNC(=S)N/N=C/c1ccc(Cl)cc1Cl	107	93	93	103	116	93	104	114	106
COc1ccc(C2N(c3cc(Cl)cc(Cl)c3)N=C(C(C)=O)N2[C@@H]2[C@@H](OC(C)=O)O[C@@H](COC(C)=O)[C@H](OC(C)=O)[C@H]2OC(C)=O)cc1 (stereo not given in full)	51	84	35	63	83	77	55	67	60
NC(=O)c1ncn([C@@H]2O[C@H](CO)[C@@H](O)[C@H]2O)c1N	102	94	97	98	91	102	93	103	97
CCCN(CCC)CCCNC(=O)c1cc2c(-c3ccc(OC)c(OC)c3)nn(C)c2s1	14	56	6.7*	30	11	57	25	21	67
COc1ccc(-c2cc(-c3nnc(SCC(=O)Nc4ccc(/C(C)=N\O)cc4)n3-c3ccccc3)c3cc(OC)ccc3n2)cc1	/	88	55	83	82	80	70	87	100
CC(=Nc1ccccc1)C1=C(O)C(Cc2ccccc2)NC1=O (stereo not given)	2.5*	54	44	8.3*	19	-0.1*	5.6*	37	-21*
COc1ccc(OC)c(-c2cc(-c3ccc(Cl)cc3)c3c(N)c(C(C)=O)sc3n2)c1	84	88	70	79	89	85	89	91	109
COc1cc(OC)c2c(c1)nc(-c1ccc(OC)c(OC)c1)c1c(=O)n(C)c(=O)n(C)c12	105	110	94	112	103	104	98	104	97
COc1ccc(-c2nc(SCCC(C)C)nc(N/N=C\c3ccc(Cl)cc3)c2C#N)cc1	41	134	84	55	62	82	67	54	94
O=C(CCc1nnc(C2CCCN2)o1)c1nc2ncccc2[nH]1 (stereo not given)	97	100	90	92	97	104	110	103	100
CCCCCCCN1C(=O)/C(=c2\sc3n(c2=O)NC2C(N=3)N(CC)C(=O)N2CC)c2ccccc21 (stereo not given)	70	87	67	94	94	94	79	97	100
CCNc1nc2ccccc2c2c(=O)c3cccc(C)c3sc12	74	97	63	105	96	80	76	95	105
CCOC(=O)c1sc2nc(C)cc(C)c2c1N	97	134	67	98	98	120	96	103	103

In a second layout: 2 of the compounds above
> COc1ccc(-c2nc(SCCC(C)C)nc(N/N=C\c3ccc(Cl)cc3)c2C#N)cc1
  HCT-116: 41
  TK-10: 134
  UO-31: 84
  786-0: 55
  SW-620: 62
  HT29: 82
  HCT-15: 67
  SN12C: 54
  HCC-2998: 94
> CCCCCCCCCCCCCCCCNC(=S)N/N=C/c1ccc(Cl)cc1Cl
  HCT-116: 107
  TK-10: 93
  UO-31: 93
  786-0: 103
  SW-620: 116
  HT29: 93
  HCT-15: 104
  SN12C: 114
  HCC-2998: 106

Later entries.
SMILES	HCT-116	TK-10	UO-31	786-0	SW-620	HT29	HCT-15	SN12C	HCC-2998
N#Cc1nc(-c2ccco2)cc(-c2ccc(Nc3nc(N4CCCCC4)nc(N4CCCCC4)n3)cc2)c1N	93	125	90	105	100	85	84	99	107
Cc1ccc(NC(=O)/C=C/c2ccccc2)cc1	93	125	84	97	95	91	84	94	96
O=C(c1ccccc1)c1cccc(C(=O)c2ccccc2)c1	93	85	73	86	96	89	97	92	108
CCCCCCCCOC(=O)c1cc(Cl)c(O)c(OC)c1	102	108	83	105	111	103	99	92	99
CCc1nnc2n1N=C(c1ccc(Br)cc1)CS2	104	85	75	92	102	105	97	95	98
Oc1ccccc1N=Cc1cc(-c2ccccc2)nn1-c1ccccc1	99	111	90	102	107	104	99	108	104
COc1cccc(Nc2c(Br)cnc3[nH]c4ccc(Br)cc4c23)c1	98	106	80	102	80	70	62	97	107
COc1ccc(NC(=O)c2sc3nc(C)c(C(O)c4ccc(OC)cc4)cc3c2N)cc1 (stereo not given)	15	61	21	53	34	5.0*	16	33	20
O=C(O)c1ccc(S(=O)(=O)O)cc1	108	116	64	90	104	107	102	95	105
CSc1nc(SCc2ccc(Cl)cc2)ncc1C	87	90	83	78	104	81	91	112	94
CC(=O)N1CCN(Cc2ccc3c(NNC(=O)c4cnccn4)nc4cc(F)ccc4n23)CC1	20	30	11	0.1*	39	36	30	21	61
OCCNc1nc(NCCO)nc(Nc2ccc(C3=NN(c4ccc(Cl)cc4)C(c4ccc(Cl)cc4)C3)cc2)n1 (stereo not given)	49	88	46	17	71	30	48	80	57
O=[N+]([O-])c1nccn1CCCCCCN1CCOCC1	102	119	96	105	104	109	101	101	105
COc1cc2c(cc1OC(=O)C(Cl)Cl)c1c3c(OC)c(OC)c(OC)c4c5cc(OC)c(OC(=O)C(Cl)Cl)cc5c(c5c(OC)c(OC)c(OC)c2c51)c43	86	105	89	96	98	93	76	96	111
CC1(C)CC(=O)C=C(NCCO)C1	99	119	93	108	109	/	104	106	102
C#CCOc1cccc(-c2nc(N)nc(Nc3ccccc3SSc3ccccc3Nc3nc(N)nc(-c4cccc(OCC#C)c4)n3)n2)c1	46	134	-79*	97	71	97	29	1.2*	95
Cc1cc2nc(C(Cl)Cl)nc(-c3ccc(S(=O)(=O)N(C)C)cc3)n2n1	18	85	66	94	18	18	5.6*	55	48
Oc1ccc(-c2nc3ccc(/C(=N\N=C\c4ccccc4)c4ccccc4)cc3[nH]2)cc1	84	122	59	70	93	87	75	82	103
COc1ccc(-c2cnc3sc(C)cn23)cc1	99	102	90	96	101	98	93	96	101
O=C(C1=Cc2cccn2Cc2cnnn21)c1ccc(F)cc1	100	97	81	99	103	112	105	99	94
COc1ccc(-c2cc(-c3ccc(Cl)cc3)nc(SCCCCCCC(=O)NO)n2)cc1OC	42	61	20	51	46	47	30	71	80
CCOC(=O)CCC(=O)O[C@H]1[C@H](O[C@@H]2[C@@H](C)[C@H](O[C@H]3C[C@@](C)(OC)[C@@H](O)[C@H](C)O3)[C@@H](C)C(=O)O[C@H](CC)[C@@](C)(O)[C@H](O)[C@@H](C)C(=O)[C@H](C)C[C@@]2(C)O)O[C@H](C)C[C@@H]1N(C)C	100	/	68	98	107	102	98	101	105
COc1cc2ccccc2[n+](C)c1-c1ccccc1F	88	97	83	98	89	87	96	99	93
O=[N+]([O-])c1ccc(N=Nc2ccccc2)cc1	97	92	66	92	115	92	100	94	104
COc1ccc(C2=NNC(c3cn(-c4ccccc4)nc3-c3ccc([N+](=O)[O-])cc3)C2)cc1 (stereo not given)	32	93	137	38	92	89	78	85	77

Next compounds follow.
SMILES	HCT-116	TK-10	UO-31	786-0	SW-620	HT29	HCT-15	SN12C	HCC-2998
N#CC(C#N)N=Nc1ccc(Cl)cc1Cl	66	91	58	91	87	82	85	83	109
CCC1(C)CN=C(c2ccccc2)NC1 (stereo not given)	103	103	83	104	103	107	104	97	99
COC(=O)c1ccc(-n2cc([C@]3(OC(C)=O)CC[C@H]4[C@@H]5CCC6=CC(=O)CC[C@@H]6[C@H]5CC[C@@]43C)nn2)cc1	89	117	74	109	108	100	89	93	126
CC1OC(O[C@H]2/C=C/C=C/C=C/C=C/C=C/C=C/C=C/[C@H](C)[C@@H](O)[C@@H](C)[C@H](C)OC(=O)CC(O)CC(O)CCC(O)C(O)CC(O)C[C@]3(O)C[C@H](O)C(C(=O)O)C(C2)O3)C(O)[C@H](N)C1O (stereo not given in full)	-38*	-41*	-94*	-80*	-25*	37	77	-84*	54
CC(C)(C)n1cc(-c2ccnc(NCCNS(=O)(=O)c3cccc4ccccc34)c2)c(-c2cccc(F)c2)n1	-87*	-80*	-38*	-91*	-26*	-30*	-37*	-88*	-42*
Fc1ccc(/C=C/[C@@H]2C[C@@H](F)CCO2)cc1	82	94	87	94	90	100	94	100	61
O=C1C=CC(=Nc2ccc(O)c3ncccc23)c2cccnc21	58	137	82	108	71	114	82	78	108

Individual results from above:
`N#CC(C#N)N=Nc1ccc(Cl)cc1Cl` @ HT29 = 82
`CC(C)(C)n1cc(-c2ccnc(NCCNS(=O)(=O)c3cccc4ccccc34)c2)c(-c2cccc(F)c2)n1` @ 786-0 = -91*
`COC(=O)c1ccc(-n2cc([C@]3(OC(C)=O)CC[C@H]4[C@@H]5CCC6=CC(=O)CC[C@@H]6[C@H]5CC[C@@]43C)nn2)cc1` @ HCT-116 = 89
`CCC1(C)CN=C(c2ccccc2)NC1` (stereo not given) @ SN12C = 97
`Fc1ccc(/C=C/[C@@H]2C[C@@H](F)CCO2)cc1` @ HCT-116 = 82
